Compound activity from PubChem BioAssay.
hcGAS lum: human cGAS inhibition; inhibition, % at 12.5 µM; recombinant h-cGAS, ATP depletion, Kinase-Glo luminescence; Q8N884; AID 1259398; hit rate 0.081% among 290,000;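 further: 0% = vehicle reaction and 100% = reaction without DNA for no activity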
Target sequence (Q8N884 whole entry, looked up): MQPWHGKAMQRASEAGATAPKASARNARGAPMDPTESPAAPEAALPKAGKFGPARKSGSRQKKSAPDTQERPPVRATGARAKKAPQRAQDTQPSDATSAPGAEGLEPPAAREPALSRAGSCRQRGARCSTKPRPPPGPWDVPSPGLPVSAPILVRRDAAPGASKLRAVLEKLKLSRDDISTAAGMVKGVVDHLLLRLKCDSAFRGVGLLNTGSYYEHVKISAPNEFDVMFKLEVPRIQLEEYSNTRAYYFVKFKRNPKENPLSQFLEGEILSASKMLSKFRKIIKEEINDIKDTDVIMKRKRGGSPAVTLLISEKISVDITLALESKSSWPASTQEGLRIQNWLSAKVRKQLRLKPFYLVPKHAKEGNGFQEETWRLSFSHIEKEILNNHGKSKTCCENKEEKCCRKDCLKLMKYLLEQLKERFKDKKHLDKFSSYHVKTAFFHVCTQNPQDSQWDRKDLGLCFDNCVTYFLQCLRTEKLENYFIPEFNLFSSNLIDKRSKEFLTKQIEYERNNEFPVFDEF
mcGAS inh: inhibitors of mouse cGAS. Q8C6L5. recombinant cGAS, Kinase-Glo ATP depletion luminescence. inhibition, % at 12.5 µM. hit rate 0.15% among 160,000;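 further: 0% = negative control wells and 100% = reference inhibitor with no enzyme activity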
NPYLR7 agonist: mosquito NPYLR7 agonism. HEK293T NPYLR7/Galpha15, GCaMP6s calcium fluorescence. activation, % at 10 µM. hit rate 0.15% among 270,000. AID 1259423; in the data active means activation above about 40%;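 further: 0% = vehicle and 100% = reference agonist at the receptor; some compounds past the cut are filed as inactive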
* hit, by the source's call; / = no result given. Unless noted, no stated cut-off is given here; in the data, active means inhibition above about 40%; inactive means the rest.

molecule,hcGAS lum,mcGAS inh,NPYLR7 agonist
Cc1cccnc1N1CCN(Cc2cc(C(C)C)no2)CC1,-8,-12,0
Cc1cn(C)nc1C(=O)N(CCN1CCOCC1)c1nc2ccc(F)cc2s1,-6,-10,2
Cc1nc(C)c(-c2csc(NCc3ccco3)n2)s1,-9,/,8
COc1ccccc1/C=C/c1nn2c(C(F)(F)F)nnc2s1,-2,/,-3
Cc1cc(C(=O)NNC(=O)CNC(=O)C23CC4CC(CC(C4)C2)C3)c(C)o1,-2,/,-2
CCOc1cc(Cl)c(S(=O)(=O)NCCCN(C)C)cc1Cl,-7,/,-12
O=C(Nc1cccnc1N1CCN(C(=O)NCc2ccccc2F)CC1)c1ccc2c(c1)OCO2,-1,-3,14
Cc1cc(N(C)Cc2snnc2C)nc(-c2cccnc2)n1,-4,/,-1
Cc1cc2sc(NC(=O)COCC(F)(F)F)nc2s1,-4,/,3
O=c1c2[nH]c3ccccc3c2nc(SCCC2OCCO2)n1-c1ccccc1F,2,-6,-5
N#CCC(=O)N1N=C(c2ccccc2)CC1(O)C(F)(F)F (stereo not given),-7,/,-4
CCOc1ccc(-c2ccc(=O)n(CCNC(=O)c3sc(C)nc3C)n2)cc1,-7,-10,-3
CN(CC1CCCCC1)C(=O)c1cn(-c2cccc(Br)c2)nn1,-8,/,-1
O=C(Nc1nncs1)C(c1ccccc1)c1ccccc1,-5,/,18
COc1cccc(COC(CN2CCN(C(=O)c3cc(C)oc3C)CC2)c2ccc(Cl)cc2)c1 (stereo not given),-7,-8,-2
CCCc1nnc2c(=O)n(-c3ccc(OCC)cc3)ccn12,-7,-9,7
O=C(CCC(F)(F)F)NCCc1c(F)cccc1Cl,-9,-14,3
CCC(=O)Nc1nc(-c2cc(OC)ccc2OC)cs1,-6,/,3
CC(C1CC1)N(C)C(=O)c1cc2ccccc2cc1O (stereo not given),-13,/,1
Cc1cccc(N(CC(=O)N2CCC[C@H]2C(=O)O)S(C)(=O)=O)c1,3,3,1
CC(C)CCn1c(=O)c2c(nc3n2CC(C)CN3Cc2ccccc2)n(C)c1=O (stereo not given),5,1,-2
CC1CN(S(=O)(=O)c2csc(-c3ccc(Br)cc3)n2)CCO1 (stereo not given),-9,/,13
COCC(=O)Nn1cnc2c(cnn2-c2ccc(C)cc2)c1=O,-1,/,6
CCOC(=O)CNC(=O)NC(Cc1ccccc1)c1nnc(SCc2cccc(C)c2)n1-c1cc(Cl)ccc1C (stereo not given),-4,-6,23
CCOc1ccccc1CN1CCCn2cccc2C1c1ccccc1C(F)(F)F (stereo not given),-1,-4,-9
CCCCCCc1ccc(C(=O)N2CCN(C(=O)CCCSc3nnc(-c4ccccc4Cl)n3-c3ccccc3)CC2C)cc1 (stereo not given),-4,-4,6
CC(C)c1ccc(CN2CCCN(c3ccc(NC(=O)c4cccc(C#N)c4)cc3)C2=O)cc1,-2,-3,/
CC(C)(CCl)C(=O)Nc1ccc(N2CCCC2)c(C(=O)NCc2ccc(F)cc2)c1,5,-4,-2
Nc1ccc([N+](=O)[O-])c(OC(F)F)c1,-7,/,11
COC(=O)NC1(C(F)(F)F)OCCO1,-8,-6,2

Compound profiles (already shown). Screens in order: hcGAS lum, mcGAS inh, NPYLR7 agonist
CCOc1cc(Cl)c(S(=O)(=O)NCCCN(C)C)cc1Cl is entered as -7, /, -12
Cc1cn(C)nc1C(=O)N(CCN1CCOCC1)c1nc2ccc(F)cc2s1 is entered as -6, -10, 2
Cc1cc(C(=O)NNC(=O)CNC(=O)C23CC4CC(CC(C4)C2)C3)c(C)o1 is entered as -2, /, -2
COc1cccc(COC(CN2CCN(C(=O)c3cc(C)oc3C)CC2)c2ccc(Cl)cc2)c1 (stereo not given) is entered as -7, -8, -2
CC(C)(CCl)C(=O)Nc1ccc(N2CCCC2)c(C(=O)NCc2ccc(F)cc2)c1 is entered as 5, -4, -2

2 entries from above, with each value named.
> COC(=O)NC1(C(F)(F)F)OCCO1
  hcGAS lum: -8
  mcGAS inh: -6
  NPYLR7 agonist: 2

> CN(CC1CCCCC1)C(=O)c1cn(-c2cccc(Br)c2)nn1
  hcGAS lum: -8
  mcGAS inh: /
  NPYLR7 agonist: -1

(next part)
molecule,hcGAS lum,mcGAS inh,NPYLR7 agonist
O=C(CSc1nc(=O)n(CC2CCCO2)c2c1CCC2)NCCc1ccccc1 (stereo not given),-6,-8,-3
CC(C)COC(=NCc1ccco1)NC(=O)c1cccc(C(F)(F)F)c1,-4,-6,9
CCC(C)(C#N)NC(=O)c1ccc(S(C)(=O)=O)cc1 (stereo not given),-2,/,7
CCCc1nc(N2CCN(C(=O)Nc3ccc(OC)cc3OC)CC2)c2c(-c3ccccc3)noc2n1,-14,-6,17
COC(=O)c1ccc(N=C2SC(C(=O)Nc3ccccc3OC)CC(=O)N2C)cc1 (stereo not given),2,2,-4
CC(C)C(=O)N1CCC(NS(=O)(=O)N(C)C)CC1,-6,/,8
CCSC1CCC(NC(=O)N[C@H]2c3ccccc3C[C@H]2O)C1 (stereo not given in full),-6,/,-1
O=C(NC1CCN(c2ccccc2C(=O)NCc2ccco2)CC1)c1ccc(C(F)(F)F)cc1,-4,-3,-4
O=C(O)CCCn1c(=S)[nH]c2cc3c(cc2c1=O)OCO3,5,/,-7
C/C=C(\C)C(=O)N1CCN(c2nc3nccc(-c4cccs4)n3n2)CC1,-3,-9,-1
Cc1cc(C)n(CC(C)NC(=O)c2cc3c(cc2O)CCCC3)n1 (stereo not given),-9,/,9
CC1(C(=O)NCc2ccccc2Br)CCN1C(=O)CCc1ccc(Cl)cc1Cl (stereo not given),-7,-5,6
CN(CC1CC(=O)N(C2CCCC2)C1)C(=O)C(C)(C)n1cccc1 (stereo not given),-8,/,5
CN1CCN(n2c3c(c(SCC(=O)N4CCc5ccccc54)nc2=O)CCCC3)CC1,-3,-6,-2
CCN1CCN(c2c(CNCCCOC)c(C)nn2-c2ccccc2)CC1,-4,/,2
COc1cc(/C=C2\C(=O)N(c3cccc(Cl)c3)N=C2C)cc(OC)c1OC,-4,-3,6
O=C(Nc1ccc2c(c1)CN(C(=O)CC1=CCCCC1)CC2)C1CCCO1 (stereo not given),-5,/,7
C[C@@]12CCC(=O)C[C@@H]1C[C@H](OC(=O)NCc1ccccc1)CC2,8,-8,5
Cc1cccc(NC(=O)C(C)N(C)Cc2ccc3c(c2)OCCO3)c1 (stereo not given),-16,-6,7
C1CCC(CCOCC2CCNCC2)CC1,5,/,4
c1ccc(-c2nc3c(c(N4CCN(Cc5ccc6c(c5)OCCO6)CC4)n2)CCC3)cc1,-4,/,0
COc1ccc(CCC(=O)N2CCCC(C(=O)c3ccc(Cl)cc3)C2)cc1 (stereo not given),-7,-10,3
Clc1ccc(C2=NN=C3COc4ccccc4N3C2)cc1,1,/,-4
COc1ccc(N2C(=O)/C(=C/c3ccc(OC)c(Br)c3)C=C2c2ccccc2)cc1,-5,-6,0
CCc1cnc2c(c1SCc1ccc(C(=O)OC)cc1)c(=O)n(C)c(=O)n2C,-8,-7,7
CCOC(=O)N1CCc2c(sc(NC(=O)/C=C/c3ccccc3)c2C(N)=O)C1,-3,/,-1
O=C(c1ccc(Cl)cc1)c1coc2ccccc2c1=O,-3,-3,9
CC(C)c1ccc(C(=O)N2CCCC(OCc3ccccn3)C2)c(=O)[nH]1 (stereo not given),0,-6,2
COCCN(CC(=O)N1CCc2sccc2C1COc1cccc(OC)c1)C(=O)c1ccco1 (stereo not given),-1,-6,-2
O=C(Nc1nc(OCC(F)(F)F)cnc1-c1ccc(Cl)cc1Cl)c1ccco1,-12,-5,-4
Cc1noc(C)c1N(C)C(=O)c1cc(Cl)c(Cl)[nH]1,-6,/,-22
COc1cccc(Oc2cc(Cl)ncn2)c1,-2,/,-14
O=C(C1CCS(=O)(=O)CC1)N1CC[C@@H](c2ccc3c(c2)OCO3)[C@H](O)C1,-3,/,-5
Nc1cc(S(=O)(=O)Nc2ccc(I)cc2)ccc1Cl,-7,-4,2
CCCCNCC(=O)N1CC(=O)N(c2cccc(Cl)c2)C1,1,-3,-12
CCOC(=O)c1c(C)sc2c1OC(=N)C(C#N)C21C(=O)N(CC(=O)NC(C)(C)C)c2ccccc21 (stereo not given),4,/,0
CN1CCC(Cc2noc(-c3ccnc(-n4cnnc4)c3)n2)CC1,-3,-7,-2
CN(Cc1cnn(C)c1)C(=O)C1CCC(=O)N(Cc2cccc(C(F)(F)F)c2)C1 (stereo not given),-6,-9,13
CCOC(=O)c1cccnc1Oc1cccc(NC(=O)CCCCCNC(=O)OC(C)(C)C)c1,-5,-4,-21
O=C(Cn1c(O)c(N=Nc2ccc(F)cc2)c2cc(Cl)ccc21)Nc1ccc(F)cc1,-4,-3,-3
CCNc1nn(CC(=O)Nc2cc(C)ccc2OC)c(N)c1-c1nc(-c2ccccc2C)no1,-1,-5,/
Cc1ccc(NC(=O)c2cn(Cc3ccc(NC(=O)CC4CCCCC4)cc3)cn2)cc1,-2,/,-9
O=C(Cc1cccs1)NC1C2COCC1CN(CCOc1ccccc1)C2 (stereo not given),-4,/,11
CCN1CCN(c2ccccc2NC(=O)c2cccc(F)c2)CC1,-12,-8,5
CCNC(=O)C(C)N1CCC2(CCC(=O)N(Cc3cnc(C)cn3)C2)CC1 (stereo not given),-10,-5,/
C=CCN=C1NN=C(c2cccs2)CS1,-6,/,4
CN(C(=O)C1CC1)c1ccccc1C(=O)Nc1ccccc1Cl,-14,-6,7
CN(C(C(N)=O)c1cccc(F)c1)S(=O)(=O)c1ccc(C(C)(C)C)cc1 (stereo not given),-5,-13,9
Cc1cc(NC(=O)CN2Cc3cccc4cccc(c34)C2)nn1-c1ccccc1,0,1,0
COc1ccc([C@H](C)NC(=O)c2c(C)noc2-c2cccs2)cc1,3,4,1
COc1ccc(NC(=O)CN2C(=O)c3c(Cl)c(Cl)c(Cl)c(Cl)c3C2=O)cc1Cl,-3,-5,-5
O=S(=O)(Nc1nc2ccccc2nc1Nc1ccc2c(c1)OCO2)c1cccc2nsnc12,-7,-3,0
CC(C)C(=O)N(Cc1ccccc1)Cc1cc(Cl)ccc1OCc1nc(CO)cs1,-5,-6,13
CC(C)Cn1c(N)c(C(=O)CSc2nnc3n2CCCCC3)c(=O)n(C)c1=O,-3,/,7
Cc1cc(C)cc(N2C(=O)C3N=NN(c4ccc(Br)cc4)C3C2=O)c1 (stereo not given),-5,-5,/
COc1cccc2cc(-c3nnc(NC(=O)C4CCCN(S(C)(=O)=O)C4)o3)oc12 (stereo not given),0,/,0
O=C1OC(/C=C/c2ccccc2)=NC/1=C/c1ccc(Br)cc1,7,/,-2
COC(=O)c1c(NC(=O)C=Cc2ccco2)sc2c1CCC2,-4,-5,9
C#CCn1c(C2CCCCC2)nc2ccccc21,-7,/,2
COC(=O)N1CCc2c(sc(NC(=O)c3ccccc3)c2-c2nc3ccccc3s2)C1,-2,/,10

The listing continues:
molecule,hcGAS lum,mcGAS inh,NPYLR7 agonist
Cn1cc(-c2nnnn2-c2ccc(Cl)cc2)c2ccccc21,-8,/,10
O=C(CC(c1ccccc1)c1cn(Cc2ccccc2)c2ccc([N+](=O)[O-])cc12)N1CCN(c2ccccc2F)CC1 (stereo not given),-13,-10,/
COc1ccc(NC(=O)C2(C)CCN2CCc2ccccc2)cc1OC (stereo not given),3,/,-3
COCCOc1nc(-c2cccs2)n(-c2ccc(NC(=O)c3cccs3)cc2)n1,-6,-3,-4
Cc1ccc(C(C(=O)NCc2cccnc2N(C)C)N(C)C)cc1 (stereo not given),-6,/,8
O=C(c1cccnc1Oc1ccc(Cl)cc1)N1CCN(CCCOC(c2ccc(Cl)cc2)c2ccc(Cl)cc2)CC1,-5,-6,1
CCCS(=O)(=O)c1c(S(=O)(=O)CCC)c2cnccn2c1C(=O)c1ccc(CC)cc1,-1,/,-2
Cc1ccnc(CC(C)N(C)C(=O)c2cc3ccccc3s2)c1 (stereo not given),-2,-2,-3
CCOc1ccccc1C(=O)N1CCCC1C(=O)NCc1cccs1 (stereo not given),-3,/,-5
Cc1ccc(C)c(Cn2c(-c3ccccc3)c(CCNC(=O)/C=C/c3ccc4c(c3)OCO4)c3ccccc32)c1,-6,-6,-7
Cc1nc(Cl)cc(NCC(O)CN2CCC(C)CC2)n1 (stereo not given),-7,-15,4
Nc1ccc(N=Cc2ccccn2)cc1[N+](=O)[O-],-21,-11,3
Clc1ccc(-c2n[nH]c(-c3cnccn3)n2)cc1,-3,-1,-5

Not a hit list; any-hit rate near 0.26%.
